Screening data deposited in PubChem by several laboratories.
NadD block: inhibitors of Staphylococcus aureus NadD; hit rate 0.78% among 360,000; purified NadD enzyme, colorimetric absorbance read-out; inhibition, % at 20 µM; in the data active means inhibition above about 26%; further: some compounds past the cut are filed as inactive
STEP block: blocks human striatal-enriched tyrosine phosphatase | AID 588621 | recombinant STEP, OMFP fluorogenic substrate, fluorescence | hit rate 0.25% among 360,000 | inhibition, % at 20 µM;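 active means inhibition at 20 µM, scaled per plate between control wells, above about 37%, limit read from the data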;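 further: 0% = DMSO with enzyme and substrate and 100% = substrate only without enzyme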
Target sequence (P54829 whole entry, looked up): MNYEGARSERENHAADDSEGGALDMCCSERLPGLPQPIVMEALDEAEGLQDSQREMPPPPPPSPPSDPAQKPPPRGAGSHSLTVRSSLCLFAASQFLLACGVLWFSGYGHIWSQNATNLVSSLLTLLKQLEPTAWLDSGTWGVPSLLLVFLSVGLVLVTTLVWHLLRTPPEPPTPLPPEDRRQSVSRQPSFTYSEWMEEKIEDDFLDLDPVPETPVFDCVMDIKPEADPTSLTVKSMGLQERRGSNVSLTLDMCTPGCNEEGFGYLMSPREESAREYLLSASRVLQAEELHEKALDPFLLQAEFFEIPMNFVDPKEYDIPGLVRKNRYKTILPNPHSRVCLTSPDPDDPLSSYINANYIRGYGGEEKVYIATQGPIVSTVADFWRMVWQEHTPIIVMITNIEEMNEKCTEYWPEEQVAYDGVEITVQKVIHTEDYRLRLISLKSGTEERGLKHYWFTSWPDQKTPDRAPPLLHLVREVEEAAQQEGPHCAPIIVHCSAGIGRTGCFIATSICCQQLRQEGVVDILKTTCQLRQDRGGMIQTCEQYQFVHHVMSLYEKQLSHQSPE
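medium = Bis-Tris buffer pH 6.0, 2.5 mM DTT, 0.005% Tween 20 | test system = STEP (striatal-enriched tyrosine phosphatase) enzyme, cell-free | measure = normalized % inhibition | compound dosing = 20 µM, 1% DMSO | also added = 25 µM OMFP | schedule = reaction 20 min, ambient temperature | measured by = fluorescence read at 480 nm ex / 540 nm em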
TbMetRS inhib: blocks T. brucei methionyl-tRNA synthetase activity; purified T. brucei MetRS, ATP depletion, Kinase-Glo luminescence; inhibition, % at 11.9 µM; AID 624268; hit rate 0.4% among 360,000;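 active means inhibition above a per-plate cutoff of the control wells' mean inhibition plus 3 SD, cut at about 5.5% in these data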;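 further: 0% = DMSO wells median and 100% = median of wells with control inhibitor compound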
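Measured by: Kinase-Glo luciferase luminescence reporting remaining unconsumed ATP. Material: purified T. brucei MetRS enzyme. Doses: 11.9 µM compound single dose, 0.9% DMSO. Medium: HEPES buffer containing pyrophosphatase, BSA, spermine, DTT. Times: 15 min preincubation, 2 h reaction, all 25 °C. Reagent: methionine, ATP and bulk E. coli tRNA.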
PABP1 MLLE inh: blocks PAM2 peptide binding to the PABP1 MLLE domain; P11940; GST-MLLE / FITC-PAM2 fluorescence polarization; inhibition, % at 20 µM; hit rate 0.36% among 360,000; AID 588489; in the data active means inhibition above about 35%, passing the limit was not always enough;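 further: plate controls were DMSO wells with GST-MLLE for no effect and wells lacking GST-MLLE protein for full effect; some results filed as inactive read as strong as hits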
LMPTP block: blocks human LMPTP phosphatase | P24666 | recombinant LMPTP-A, OMFP fluorogenic substrate, fluorescence intensity | inhibition, % at 20 µM | hit rate 0.22% among 360,000;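 active means compounds that cut the enzyme signal by at least half of the control window in the single-dose screen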;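 further: plate controls were DMSO wells with enzyme plus substrate for no effect and substrate without enzyme for full effect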
Target sequence (P24666 whole entry, looked up): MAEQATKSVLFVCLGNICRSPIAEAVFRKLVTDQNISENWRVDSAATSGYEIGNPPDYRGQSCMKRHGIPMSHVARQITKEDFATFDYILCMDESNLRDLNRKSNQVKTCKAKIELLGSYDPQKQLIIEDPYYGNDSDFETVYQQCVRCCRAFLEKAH
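Test system: LMPTP-A, protein tyrosine phosphatase of low molecular weight; Input: 0.625 nM enzyme; Incubation: 50 min dark incubation at room temperature; Signal: endpoint fluorescence intensity from OMFP dephosphorylation; Read-out basis: % inhibition versus control wells.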
Scp1 inh: inhibitors of human Scp-1 phosphatase; Recombinant Scp1, phosphopeptide, malachite green phosphate absorbance; inhibition, % at 20 µM; hit rate 0.88% among 340,000;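 active means inhibition above about 50% at 20 µM, limit read from the data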;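 further: plate controls were DMSO wells with enzyme for no effect and wells lacking enzyme for full effect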
Target sequence (Q9GZU7 76-261 limits assumed): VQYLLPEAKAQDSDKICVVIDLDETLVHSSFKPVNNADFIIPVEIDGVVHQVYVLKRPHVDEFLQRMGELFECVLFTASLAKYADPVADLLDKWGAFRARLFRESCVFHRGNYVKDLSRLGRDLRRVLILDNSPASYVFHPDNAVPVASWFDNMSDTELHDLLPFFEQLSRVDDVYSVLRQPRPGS
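Material – SCP-1 phosphatase catalytic domain, residues 76-261 · Buffer or medium – Acidic Tris acetate buffer with magnesium and detergent · Also added – Phospho 17-mer peptide substrate · Compound – single 20 µM dose, 1% DMSO · Times – 45 min room-temperature reaction, 5 min colour, 30 min stabiliser · Technique – Phosphate-binding colour reagent, absorbance read at 630 nm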
SUMO1 PPI mod: modulators of human SUMO1-mediated protein-protein interactions; SUMO1 binding to a labelled peptide, TR-FRET, 1 h; inhibition, % at 20 µM; hit rate 0.33% among 360,000; in the data active means inhibition above about 37%
Target sequence (P63165 whole entry, looked up): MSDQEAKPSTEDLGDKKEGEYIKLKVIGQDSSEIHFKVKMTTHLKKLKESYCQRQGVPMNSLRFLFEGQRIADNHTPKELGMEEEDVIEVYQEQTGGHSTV
DNMT1 inh: DNMT1 (human) enzyme inhibition; P26358; DNMT1 molecular beacon, Hinp1I cleavage, fluorescence; inhibition (reported as % activation of signal), % at 10 µM; hit rate 0.83% among 360,000; in the data active means inhibition above about 50%
Rpn11 block: blocks the human proteasome subunit Rpn11; AID 588493; human 26S proteasome, Ub4-pepOG fluorescence polarization; 20S core pre-blocked with epoxomicin; calls only at 20 µM; O00487; hit rate 0.59% among 360,000;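 active means inhibition at 20 µM, scaled to each plate's controls, above about 33%, limit read from the data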
CSN inh: blocks human CSN-mediated cullin deneddylation; Purified CSN, SCF-Nedd8-OG deneddylation, fluorescence polarization; hit rate 0.38% among 360,000; Q92905; inhibition, % at 12.5 µM;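 active means pattern-corrected inhibition above about 35%, with an unprinted fluorescence ratio check between 0.5 and 1.5, limit read from the data, passing the limit was not always enough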;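 further: 0% = enzyme with substrate and 100% = substrate without enzyme; some results filed as inactive read as strong as hits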
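test system = HEK293T-derived human Csn5 enzyme | amount = 0.24 nM Csn5 enzyme, final concentration | medium = Tris/NaCl/DTT buffer, pH 7.5 | schedule = 90 min reaction at room temperature | signal = FP | evaluation = inhibition of Csn5 cleavage, % | compound dosing = single dose of 12.5 µM compound with 0.25% DMSO | probe or stimulus = 10 nM SCFSkp2-Nedd8OG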
* marks the source's active call; other numbers are inactive results; i = inactive; . = no result given. Hits appear at their usual frequency; any-hit rate near 3.6%.

SMILES	NadD block	STEP block	TbMetRS inhib	PABP1 MLLE inh	LMPTP block	Scp1 inh	SUMO1 PPI mod	DNMT1 inh	Rpn11 block	CSN inh
COc1ccc(NC(=O)CS(=O)(=O)c2cn(CC(=O)N(C(C)C)C(C)C)c3ccccc23)c(OC)c1	-4.1	1.2	-0.6	-0.5	-0.3	-4.8	-6.1	-0.5	i	4.3
O=C(NCc1cccs1)c1noc2c1CCCCC2	-6.7	-0.3	-0.6	-8.2	-1.7	-6.2	0.9	0.7	i	-2.8
COc1cccc(C2Nc3ccccc3C(=O)N2O)c1O (stereo not drawn)	1.4	-2.5	-0.3	0.0	-2.1	-4.3	-6.8	0.9	i	-0.7
CCOC(=O)C1(Cc2ccccc2C(F)(F)F)CCN(Cc2ccon2)CC1	-1.8	-4.0	0.6	7.5	2.3	-2.0	-2.6	0.0	i	-0.3
C#CCOCCOCCOCCNc1nc(N2CCN(C(=O)[C@H]([C@@H](C)CC)n3cc([C@@H](N)CC(C)C)nn3)CC2)nc(N2CCN(C(=O)[C@H](CCCCN)n3cc([C@@H](N)C(C)CC)nn3)CC2)n1 (stereo partly drawn)	-3.3	-0.3	-0.3	4.9	-6.6	-0.5	-80.1	0.9	i	-4.0
CC1(C)Cc2nc(-c3ccccc3)nc(SCC(=O)N3CCOCC3)c2CO1	-0.4	-2.3	0.0	2.2	-0.4	-5.3	0.3	-0.9	i	1.5
CC(C)CC(NC(=O)C1CCCN1C(=O)OC(C)(C)C)C(=O)NCC(N)=O (stereo not drawn)	0.1	2.1	-1.0	-13.8	-1.1	-3.6	-0.6	-0.5	i	1.1
Cc1cccc(CC2(O)C(=O)Nc3ccccc32)n1 (stereo not drawn)	-1.6	-2.4	-0.4	0.6	-1.7	4.7	-5.6	3.5	i	-4.0
N#C/C(=C\c1ccco1)C(=O)NCc1ccccc1	-0.5	-3.8	-0.5	-1.9	-0.5	-6.6	-0.5	22.6	i	0.2
COc1ccc(-c2csc(N(Cc3ccccc3)C(=O)COc3ccc(Cl)cc3)n2)cc1	-1.9	-0.8	-0.2	-6.7	-0.3	-9.7	1.8	35.1	i	-3.2
CCOC(=O)C1=C(C)OC(=CC=Cc2ccccc2)C1=O	8.4	2.7	0.0	-15.2	0.2	.	-23.1	1.6	i	3.6
Cc1cccc(NC(=O)Nc2cccc(C#N)c2)n1	-0.5	0.7	-0.3	1.4	2.5	-1.9	10.3	-4.3	i	-4.2
CCCC(c1nnnn1C(C)(C)C)N1CCN(C(=O)c2ccco2)CC1 (stereo not drawn)	-0.8	-1.0	-0.1	14.1	-1.3	-4.7	0.2	1.4	i	6.3
Cc1ccccc1NC(=O)C(c1ccccc1)C1CCCC1 (stereo not drawn)	0.8	1.6	-0.4	4.9	1.2	-3.2	-6.8	-0.9	i	7.4
COC1=NC(=C(c2ccccc2)c2ccccc2)OC1=O	-0.1	-1.2	-0.1	3.4	0.6	-10.5	5.4	1.4	i	7.3
CN1CCN(/C=C2\SC(=S)NC2=O)CC1	1.1	-1.7	0.1	28.5	-3.5	23.2	-12.3	0.1	i	0.3
Cc1nc2ccc(C(=O)Nc3ccc4c(c3)OCC(=O)N4)cn2c1N(C)C(=O)CCc1ccccc1	5.3	-2.3	0.0	-7.8	-1.9	.	2.0	0.2	i	3.8
COC1=C(Nc2ccccc2)C(=O)C(OC)=C(Nc2ccccc2)C1=O	2.0	-0.9	-0.3	7.5	0.0	-10.5	-10.4	4.2	i	1.8
COc1ccc(NS(=O)(=O)c2cn(C)c(=O)n(C)c2=O)c(OC)c1	-4.8	-3.9	-0.7	0.7	-2.3	0.8	-0.3	0.8	i	2.7
COCCn1c(SCC(=O)Nc2ccc(C(C)=O)cc2)nnc1-c1ccco1	-4.6	-2.1	-0.5	8.3	-1.0	1.8	2.4	1.2	i	-2.3
CC(=O)N1CCN(c2ccccc2NC(=O)COc2cc(C)cc(C)c2)CC1	-4.3	1.9	-0.3	-6.7	0.1	-12.4	0.5	-0.5	i	-1.0
Cc1cccc(-c2noc(-c3ccc4c(c3)OCO4)n2)c1	-7.2	-0.6	-0.1	-8.3	0.9	-14.4	-0.5	-2.7	i	2.3
Cc1ccccc1CS(=O)(=O)CCC(=O)NCCCN1CCOCC1	-1.9	5.1	-0.6	-8.9	-2.2	-7.9	3.0	-3.9	i	-4.1
CCOc1ccc(/C=N/NC(=O)CN2CCCCCCC2)cc1	3.9	1.5	-0.5	-10.8	-0.7	10.1	-5.6	-4.0	i	1.7

Taken from the results shown (2 entries):
SMILES	NadD block	STEP block	TbMetRS inhib	PABP1 MLLE inh	LMPTP block	Scp1 inh	SUMO1 PPI mod	DNMT1 inh	Rpn11 block	CSN inh
CCCC(c1nnnn1C(C)(C)C)N1CCN(C(=O)c2ccco2)CC1 (stereo not drawn)	-0.8	-1.0	-0.1	14.1	-1.3	-4.7	0.2	1.4	i	6.3
Cc1ccccc1NC(=O)C(c1ccccc1)C1CCCC1 (stereo not drawn)	0.8	1.6	-0.4	4.9	1.2	-3.2	-6.8	-0.9	i	7.4

Later entries.
SMILES	NadD block	STEP block	TbMetRS inhib	PABP1 MLLE inh	LMPTP block	Scp1 inh	SUMO1 PPI mod	DNMT1 inh	Rpn11 block	CSN inh
Cc1ccc(/C=C2/C(=O)N(c3ccccc3)C(=S)N2C)o1	5.7	-1.6	-0.1	24.4	-0.2	-6.7	-8.2	0.7	i	-16.0
CC(/C=C1\N=C(SCc2ccccc2)SC1=O)=C\c1ccccc1	21.6	6.2	-1.8	9.7	1.7	3.2	0.0	80.0*	i	5.4
COc1cccc(C(=O)NCC(=O)N2CCN(c3ccc(C(F)(F)F)cn3)CC2)c1	-0.9	-0.2	0.4	6.7	-0.3	-4.9	3.4	0.3	i	-7.5
COCCN(Cc1nnc(-c2cccs2)o1)C(=O)CN1C(=O)NC2(CCCCC2)C1=O	-0.2	0.8	-0.3	10.9	0.0	6.0	1.6	4.8	i	5.5
Cc1ccc2ncnc(Nc3cccc([N+](=O)[O-])c3)c2c1	0.3	-2.6	-0.3	5.2	1.3	-4.0	-18.8	-2.1	i	0.6
COc1ccc(CNCCC2(C(C)C)CCOC(C)(C)C2)cc1 (stereo not drawn)	-3.9	0.3	-1.3	5.9	-0.6	-7.0	0.2	2.1	i	-0.5
CCCN(CC(=O)Nc1ccccc1OC)C(=O)Cc1ccccc1F	3.2	-0.7	-0.6	3.5	-2.4	-5.9	1.9	-0.5	i	-2.7
Cc1nc(-c2ccccc2)sc1-c1ccn[nH]1	-2.7	1.9	-0.9	-2.8	-0.5	2.0	-8.0	-6.1	i	-1.6
CC1CC(Nc2ccccc2)c2ccccc2N1C(=O)c1ccccc1F (stereo not drawn)	-3.7	0.9	-0.5	17.4	-0.3	-14.6	5.8	-4.3	i	0.8
Cc1cccc(C(=O)N2CCc3cc(-c4csc(NC(=O)CN5CCCC5)n4)ccc32)c1	14.1	2.8	-0.1	-13.9	5.8	-0.6	-5.2	-2.3	i	1.0
Cc1cccc(N2C(=O)/C(=C\c3ccc(C(=O)O)cc3)c3ccccc3C2=O)c1	-1.3	-1.5	-0.2	11.9	1.4	-8.0	0.7	-11.0	i	3.9
Cc1ccc(CNC(=O)c2ccc(CNc3c(N4CCCC4)c(=O)c3=O)cc2)cc1	0.3	1.9	0.5	14.5	-2.6	-9.1	0.1	3.1	i	1.7
CC(C)(C(=O)c1ccccc1)/[N+]([O-])=C/c1ccc(Br)cc1	-12.6	0.3	0.1	11.9	-1.3	-5.6	-7.1	0.2	i	1.6
O=C1NC[C@@H](Cc2ccc(O)cc2)N(CC2CCCCC2)C1=O	-0.7	-0.7	-0.2	8.4	-0.4	-0.5	2.6	2.8	i	4.3
Cn1nc(C(F)(F)F)c2cc(C(=O)Nc3ccc(Cl)cc3)sc21	-7.8	5.9	-0.4	8.0	5.6	-10.8	6.2	-4.2	i	-0.4
CC1=NN(c2ccccc2)C(=O)C1C(=S)SC1CC(=O)NC1=O (stereo not drawn)	1.5	6.3	0.1	49.5*	-0.4	.	-15.6	-0.5	i	-3.1
O=C(CCCN1C(=O)/C(=C/c2cccs2)SC1=S)NNC(=O)c1ccc(F)cc1	7.0	0.2	0.6	-17.7	1.0	-1.2	-12.9	5.9	i	2.1
Cc1nc2scc(-c3cccs3)c2c(=O)[nH]1	-6.3	8.1	-0.1	30.3	-0.7	-2.7	0.3	-0.8	i	8.9
COc1ccc(-n2ccnc2SCC(=O)NCc2ccc3c(c2)OCO3)cc1	0.5	3.9	-1.9	-40.9	-0.6	-4.8	-4.6	-2.4	i	-4.6
Cc1cc(C(=O)N(NC(=O)C(C)C)c2ccccc2)cs1	-4.8	0.3	-0.8	-40.6	-2.2	3.4	14.8	-15.1	i	-1.1
COn1c(=S)[nH]c2ccccc2c1=O	1.6	-2.0	-0.9	6.9	-0.4	-6.1	0.3	2.7	i	-0.3
CN(CCOc1ccc(Cl)cc1)CC(=O)Nc1ccc(OC(F)F)cc1	-11.7	2.4	-0.1	-3.0	1.1	5.3	0.5	0.6	i	1.0
O=C(Nc1ccccc1C(=O)N1CCCCC1)c1cccc(S(=O)(=O)N2CCOCC2)c1	0.4	0.3	-0.5	0.0	-2.0	-4.3	-1.5	-0.5	i	-1.9
O=C1NC[C@@H](CCCCN2CCN(Cc3ccccc3)C(=O)C2=O)N(CC2CCCCC2)C1=O	4.0	.	-2.3	.	2.1	.	0.4	.	.	3.9
COc1cc(OC)cc(-c2nc(-c3ccccc3OC)no2)c1	0.3	-1.4	-0.4	13.1	-0.1	-0.7	-0.6	-2.4	i	-1.7
Cc1cc(C)cc(NC(=O)N2CCCN(c3c(Cl)cncc3Cl)CC2)c1	-5.6	3.3	-0.7	-11.0	0.3	-7.8	5.6	0.5	i	0.5
O=c1[nH]c(SCc2ccccc2)nc2[nH]ncc12	-0.8	-2.3	-0.9	-12.1	-0.9	-1.2	4.2	1.6	i	0.9
O=C(Nc1nnc(-c2ccc3c(c2)CCCC3)o1)c1c(F)cccc1F	15.4	2.2	-0.4	11.7	-0.3	-4.2	13.1	1.4	i	-5.2
O=C(O)c1cc([N+](=O)[O-])cc2c1C=Cc1ccccc1O2	-6.4	16.0	-0.8	-8.4	-1.1	41.3	-13.5	19.1	i	-3.2
Cc1cc(C(=O)NCc2ccccc2)no1	-1.1	-2.4	0.4	-16.4	-1.2	7.1	-1.6	-3.5	i	-3.1
